# LEDGF integ inh: blockers of LEDGF/p75-dependent integrase strand transfer – biochemical, TR-FRET, high throughput, primary screen. HIV-1 integrase (with human LEDGF/p75). TR-FRET IN-LEDGF/p75 DNA integration, Eu/Cy5. inhibition, % at 3.7 µM. 0.64% of 370,000 active;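 active = inhibition above the screen-wide mean plus 3 SD, cut at about 13% in these data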;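 note: signal is the Cy5 over europium emission ratio at 671 and 618 nm; 0% = plate median of compound wells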
# PRMT1 FP inh: PRMT1 methyltransferase inhibitors, primary screen, biochemical, fluorescence polarization; Protein arginine N-methyltransferase 1 (Homo sapiens), Q99873; recombinant PRMT1, activity-based probe fluorescence polarization; AID 652257, 2013; 1.3% of 370,000 active; inhibition, % at 2.79 µM;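 active = inhibition above about 21% made by adding two undisclosed values, limit read from the data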
# PG9 Ab binder: binders of HIV-1 gp120 antibody PG9, primary screen, biochemical, TR-FRET; 0.43% of 360,000 active; HIV-1 gp120 / PG9 antibody interaction; TR-FRET gp120-PG9 antibody binding; AID 624416, 2012; inhibition, % at 6.7 µM; in the data active = inhibition above about 8.5%
# SIAE primary: human SIAE inhibitors, primary screen, biochemical, fluorescence polarization, FP-Rh probe, 1536-well HTS | Sialate O-acetylesterase (Homo sapiens), Q9HAT2 | SIAE FP-Rh probe binding | inhibition, % at 9.66 µM | 0.69% of 370,000 active | AID 1053197, 2014;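 active = inhibition above a cutoff: mean of compounds within the control limits plus 3 SD of those, cut at about 17% in these data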;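 note: 0% = plate median of compound wells and 100% = probe without SIAE protein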
# Target sequence (Q9HAT2 whole entry, looked up): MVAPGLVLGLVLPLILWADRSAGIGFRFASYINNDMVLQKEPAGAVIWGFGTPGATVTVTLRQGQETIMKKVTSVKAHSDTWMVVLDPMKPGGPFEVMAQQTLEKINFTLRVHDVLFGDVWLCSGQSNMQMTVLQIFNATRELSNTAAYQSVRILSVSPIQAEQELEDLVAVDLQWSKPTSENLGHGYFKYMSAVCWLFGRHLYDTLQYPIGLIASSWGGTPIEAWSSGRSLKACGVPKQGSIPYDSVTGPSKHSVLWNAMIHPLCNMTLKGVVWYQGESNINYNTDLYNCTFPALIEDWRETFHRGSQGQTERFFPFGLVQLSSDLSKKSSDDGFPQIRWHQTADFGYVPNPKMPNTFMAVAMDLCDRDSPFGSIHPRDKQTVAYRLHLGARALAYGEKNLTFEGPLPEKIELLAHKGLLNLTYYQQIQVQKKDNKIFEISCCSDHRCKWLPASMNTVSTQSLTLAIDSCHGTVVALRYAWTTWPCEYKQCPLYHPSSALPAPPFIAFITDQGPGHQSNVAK
# HTRA1 inh: HTRA1 serine protease inhibitors, primary screen, biochemical, fluorescence polarization, HTS | Q92743 | recombinant HTRA1, FP-rhodamine activity-based probe | inhibition, % at 5.96 µM | 0.5% of 340,000 active | AID 504803, 2011; in the data active = inhibition above about 36%;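 note: 0% = enzyme with DMSO and 100% = wells lacking enzyme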
# TCR CD3 inh: inhibitors of human TCR-CD3 interaction, primary screen, biochemical, fluorescence, TAMRA-labeled TCR probe; AID 651800, 2012; 0.37% of 360,000 active; T-cell receptor (TCR); inhibition, % at 9.4 µM; in the data active = inhibition above about 19%;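 note: recombinant mutant TCR 2C K166C tagged with TAMRA read by polarization; 0% = receptor in buffer alone and 100% = receptor with positive control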
# TDP2 inh: human TDP2 enzyme inhibitors, primary screen, biochemical, epi absorbance, recombinant enzyme; Tyrosyl-DNA phosphodiesterase 2 (Homo sapiens), O95551; T5PNP hydrolysis, p-nitrophenol absorbance 415 nm; inhibition, % at 12.8 µM; 0.34% of 370,000 active; AID 720702, 2013;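 active = inhibition above the mean of all tested compounds plus 3 SD, set per campaign, cut at about 25% in these data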;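 note: 0% = DMSO with enzyme and 100% = buffer with substrate but no TDP2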
#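 System: recombinant human TDP2 / Amount: 120 nM TDP2 per well / Also added: 5 mM T5PNP chromogenic substrate / Doses: 12.8 µM single point, 1% DMSO / Incubation: 2 h at 37 °C / Detection: p-Nitrophenol epi absorbance / Evaluation: % inhibition relative to enzyme-containing and enzyme-free wells / Repeats: singlicate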
# mABHD4 FP: ABHD4 inhibitors, primary screen, biochemical, fluorescence polarization, mouse; (Lyso)-N-acylphosphatidylethanolamine lipase (Mus musculus), Q8VD66; purified mABHD4, FP-Rh probe fluorescence polarization; inhibition, % at 8.92 µM; 0.54% of 370,000 active;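 active = inhibition exceeding the mean over every tested compound plus 3 SD, cut at about 30% in these data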;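 note: 0% = plate median of compound wells and 100% = S159A mutant with DMSO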
# Target sequence (Q8VD66 whole entry, looked up): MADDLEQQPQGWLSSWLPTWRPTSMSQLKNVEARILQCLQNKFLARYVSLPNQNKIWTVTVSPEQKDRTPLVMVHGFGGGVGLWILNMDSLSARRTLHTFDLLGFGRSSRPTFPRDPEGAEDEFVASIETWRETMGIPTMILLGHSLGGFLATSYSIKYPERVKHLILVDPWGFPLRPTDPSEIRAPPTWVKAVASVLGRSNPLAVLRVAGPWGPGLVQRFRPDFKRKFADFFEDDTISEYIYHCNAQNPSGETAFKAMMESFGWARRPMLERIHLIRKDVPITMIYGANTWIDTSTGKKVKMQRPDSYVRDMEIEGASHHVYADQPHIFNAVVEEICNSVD
#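 Material: mouse ABHD4 enzyme, wild type; Benchmarks: S159A mutant high control, sample median low control; Buffer or medium: HEPES pH 7.0, NaCl, Pluronic buffer; Signal: fluorescence polarization; Read-out: percent inhibition of probe binding, normalized to plate controls; Timing: pre-incubation 45 min, probe exposure 60 min, at 25 °C; Dosing: 8.92 µM, single dose.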
# Tn7 DDE FP: inhibitors of Tn7 peptide binding to fibrin DD(E), primary screen, biochemical, fluorescence polarization, human fibrin, Tn7 probe. FP displacement of FITC-Tn7 peptide from fibrin DD(E); 0% = median of compound wells per plate. inhibition, % at 8.3 µM. 0.13% of 370,000 active;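 active = inhibition above the mean of compounds falling within the control limits plus 3 SD of them, cut at about 14% in these data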;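 note: 0% = plate median of compound wells and 100% = 10 µM Aha-Tn7 peptide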
#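 Assay system: human fibrin DD(E). Input: DD(E) 2 µM final. Medium: Tris buffer with calcium and detergent, pH 7.8. Compound dosing: single point at 8.3 µM. Timing: 10 min plus 3 h, room temperature. Technique: fluorescence polarization of the labelled Tn7 tracer. Read-out: percent inhibition. Replicates: singlicate testing.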
# UHRF1 MBD2 ctr: UHRF1 methylated DNA binding inhibitors, primary screen, counter-screen for MBD2 inhibitor project, biochemical, TR-FRET, human UHRF1, single concentration | UHRF1 binding to methylated oligo | inhibition, % at 4.4 µM | 0.75% of 370,000 active; in the data active = inhibition above about 21%;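 note: UHRF1 SRA domain binding a hemimethylated CpG hairpin DNA probe; 0% = median of test compound wells and 100% = reference inhibitor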
# Active calls of the source: *; . = not tested or not shown.
SMILES,LEDGF integ inh,PRMT1 FP inh,PG9 Ab binder,SIAE primary,HTRA1 inh,TCR CD3 inh,TDP2 inh,mABHD4 FP,Tn7 DDE FP,UHRF1 MBD2 ctr
COCCn1c(SCC(=O)Nc2ccccc2C)nc2c(oc3ccccc32)c1=O,1,0,2.8,-2,-3,2,-6,9,-6,6
COc1cc(CNCc2ccc(C(=O)O)cc2)ccc1OCc1ccc(F)cc1,-2,1,1.6,-3,8,1,9,1,4,-1
O=C(Cc1c[nH]c2ccccc12)Nc1ccccc1N1CCOCC1,0,-1,-2.2,7,-4,5,-1,1,0,-1
COc1cccc(N2CC(C(=O)Nc3ccc(C(=O)OC(C)C)cc3)CC2=O)c1 (configuration not stated),3,-1,-1.4,-8,-15,-8,1,-11,-2,0
NC(=O)N/N=C/c1ccc(-c2ccc([N+](=O)[O-])cc2)o1,-1,13,-5.5,11,5,-7,-12,-1,-1,-7
CC(=O)Nc1cccc(C(=O)OCC(=O)Nc2ccc(Cl)cn2)c1,-2,3,-0.3,-2,2,2,-1,-9,6,5
CCc1ccc2c(c1)cc(CN(Cc1ccco1)C(C)=O)c1nnnn12,-1,1,1.3,1,0,-3,7,3,-5,1
CCOC(=O)N1CCN(C(=O)C(=O)Nc2sc3c(c2C#N)CC(C)(C)OC3)CC1,-1,2,-1.5,2,7,-10,7,7,-2,1
Cc1[nH]c2ccc(C(=O)Nc3ccncc3)cc2c1C,3,0,-3.1,0,-4,1,8,-7,-9,1
COc1ccc(-c2noc(CCCC(=O)Nc3cccnc3)n2)cc1OC,1,0,-2.2,6,4,1,-3,6,-3,0
O=C(Nc1ccc(F)cc1)C1(S(=O)(=O)c2ccc(Cl)cc2)CC1,-2,2,1.4,-5,8,4,-8,-5,6,0
COc1ccc(C)cc1NC(=O)C(Sc1nnc2ccccn12)c1ccccc1 (configuration not stated),5,-2,1.6,3,-7,-5,-1,-6,-3,3
Cc1cccc(NC(=O)CCS(=O)(=O)c2ccc3nc(C)sc3c2)c1,0,2,-0.3,-4,.,-6,1,0,-1,-2
O=C(NN=C1CCCCCC1)c1cn(-c2ccccc2)nc1-c1ccccc1,0,4,-1.1,-14,-10,-3,-1,-27,2,6
N#Cc1c(N2C(=O)Nc3ccccc3N2O)sc2c1CCCCCC2,5,7,-0.1,-2,6,-6,-1,9,4,7
Cc1nc2ccccn2c1C(=O)NNC(=S)Nc1ccccc1,-2,0,-0.6,2,4,3,-7,4,5,-3
Cc1csc(N)n1,-1,2,-1.1,-1,2,7,-4,-5,0,-2
CCOC(=O)C1=C(C)NC(=O)C(C#N)C1c1ccco1 (configuration not stated),-2,6,0.9,-2,3,5,-3,-1,3,-4
COc1ccc(S(=O)(=O)N2CCN(CCCOc3ccc(F)cc3)CC2)cc1OC,3,-2,1.8,2,-5,4,5,0,1,0
Cc1c(C(=O)OCC(=O)Nc2ccc(C(=O)N(C)C)cc2)oc2ccccc12,4,-3,0.8,5,1,6,7,-3,-1,-4
N/C(CC(=O)Nc1cccc(C(F)(F)F)c1)=N/O,-1,2,-0.9,3,5,2,0,3,0,-3
CSc1ncccc1C(=O)OCc1c(F)cccc1Cl,4,-2,-0.5,-4,-17,0,-6,-10,-1,0
O=C(COC(=O)c1ccc(S(=O)(=O)N2CCCC2)cc1)Nc1ccccc1,3,0,-0.4,-5,9,-1,-3,3,1,0
CCCCN(C)C(=S)Nc1ccc(Oc2ccccc2)cc1,2,0,-0.4,16,-4,5,-2,-1,-8,0
CCOC(=O)c1ccc(NC(=O)c2ccc3c(c2)C(=O)N(CC2CCCO2)C3=O)cc1 (configuration not stated),-1,-8,-2.4,-3,-1,2,2,-4,1,3
SMILES,LEDGF integ inh,PRMT1 FP inh,PG9 Ab binder,SIAE primary,HTRA1 inh,TCR CD3 inh,TDP2 inh,mABHD4 FP,Tn7 DDE FP,UHRF1 MBD2 ctr
CCOC(=O)CN(C(=O)COc1nc(C)cc(C)c1C#N)c1ccc(Cl)cc1,2,1,2.6,3,-2,4,-7,-3,4,2
O=C(c1ccc(CSc2nc3ccncc3[nH]2)cc1)N1CCCCC1,5,-4,2.0,-7,-1,2,-7,3,-5,2
COC(=O)[C@@]1(Cc2ccc(F)cc2)[C@H]2c3cc(C(=O)N4CCCC4)n(C[C@H](O)CO)c3C[C@H]2CN1C(=O)c1ccccc1,-4,3,0.0,3,.,5,-5,-8,3,1
CCOC(=O)c1c(S(=O)(=O)NCC(=O)NCc2ccccc2Cl)c(C)n(C)c1C,-1,0,-1.1,-2,7,5,3,-4,2,-1
CC(=O)N1c2ccc(S(=O)(=O)N3CCCC(C(=O)Nc4cccc(Cl)c4)C3)cc2CC1C (configuration not stated),-1,-3,-2.7,-3,-35,6,7,-3,1,2
COCCn1c(SCC(=O)Nc2ccc(S(=O)(=O)N3CCOCC3)cc2)nc2ccccc21,-3,0,-0.5,0,-2,6,-5,-5,7,-1
Cc1ccc(C)c(OCC(=O)NNC(=O)C2CCC2)c1,2,0,0.5,-3,5,0,3,-2,0,1
O=C(O)c1cccc(NS(=O)(=O)c2ccc(Cl)c(C(=O)O)c2)c1,-3,1,4.3,18*,8,1,3,6,5,0
CC1(C)CC(=NOC(=O)c2ccccc2)CC(C)(C)N1O,-1,-1,-0.1,-3,5,7,-3,-1,-2,3
COc1ccc(NC(=O)C2CC(=O)n3ncnc3N2)cc1 (configuration not stated),2,1,1.9,-5,8,7,5,-1,-6,5
COC(=O)[C@H](Cc1ccccc1)NC(=O)N1CCN(c2ccc(F)cc2)CC1,-1,5,-0.7,4,3,-13,-7,-3,1,2
O=C(/C=C/c1ccc(F)cc1)Nc1cccc(S(=O)(=O)Nc2cccc(C(F)(F)F)c2)c1,3,-1,-1.2,-72,-56,13,4,-57,1,2
N#CCCN(Cc1cccnc1)C(=S)Nc1ccc(OC(F)F)cc1,4,-2,1.4,5,2,1,2,0,-6,-1
CN(Cc1ccccc1)S(=O)(=O)c1ccc2[nH]c(=O)oc2c1,-1,-5,0.2,-3,-7,-1,-9,1,11,-2
Cn1cccc1-c1nc2ccccc2[nH]1,-1,-2,-0.7,4,6,-7,13,4,-6,4
Cc1ccc(C(=O)O)cc1-c1ccc(/C=C2/NC(=O)N(c3ccccc3)C2=O)o1,9,20,-4.0,-1,-5,10,-1,46*,4,43*
Cc1ccsc1C(=O)N(c1nc2ccccc2s1)c1c(C)cccc1C,1,1,-2.9,-3,2,10,-2,1,0,2
O=c1c2ccccc2c(C=NCc2ccccn2)c(O)n1-c1ccccc1Cl,-4,2,0.8,-1,11,-5,-5,0,1,1
CC(=O)c1ccc(OCC(=O)OC(C)C(=O)NC2CCCCC2C)cc1 (configuration not stated),-1,0,-2.0,0,2,4,0,-2,3,16
Cc1ccc(CN2CCCC(CO)(Cc3ccccc3C)C2)s1 (configuration not stated),-3,1,0.6,1,-10,-2,-1,2,8,1
c1ccc(C(c2ccccc2)N2CCN(Cc3nnnn3C3CCCCC3)CC2)cc1,-3,-2,1.5,-5,0,1,-3,3,1,2
O=C(NC(c1ccc(Cl)cc1)c1ccsc1)C1CCN(Cc2cccc(C(F)(F)F)c2)CC1 (configuration not stated),-3,1,2.3,2,.,-4,-4,11,-7,5
O=C1CS/C(=N/N=C\c2ccn[nH]2)N1,2,-1,-1.3,2,.,0,21,4,-1,-3
COCCCNC(=O)c1ccc(CSCc2ccc(C)cc2)o1,0,8,0.3,-4,-1,-2,5,-5,6,-1
COc1cccc(C2=NOC(C(=O)Nc3cccnc3Cl)C2)c1 (configuration not stated),3,-4,0.6,6,7,1,-1,3,-3,-1

# Sorted by value in TDP2 inh (descending): 3 from the list above
smiles | TDP2 inh
COc1cc(CNCc2ccc(C(=O)O)cc2)ccc1OCc1ccc(F)cc1 | 9
CCOC(=O)N1CCN(C(=O)C(=O)Nc2sc3c(c2C#N)CC(C)(C)OC3)CC1 | 7
COc1ccc(S(=O)(=O)N2CCN(CCCOc3ccc(F)cc3)CC2)cc1OC | 5

# Carrying on:
SMILES,LEDGF integ inh,PRMT1 FP inh,PG9 Ab binder,SIAE primary,HTRA1 inh,TCR CD3 inh,TDP2 inh,mABHD4 FP,Tn7 DDE FP,UHRF1 MBD2 ctr
C/C(=C\c1ccc(Br)cc1)C(=O)c1c(C)cc(C)[nH]c1=O,3,-3,-1.5,-2,0,1,11,1,-1,-4
O=C(NNS(=O)(=O)c1ccc(F)cc1)c1cc2ccccc2cc1O,2,-2,1.5,6,12,6,-7,15,0,-1
COc1cccc(C(=O)NCCN2CCOCC2)c1,2,1,-0.1,2,-9,7,4,-3,-5,-1
Cn1cc(S(=O)(=O)Nc2cccc3ccccc23)c(=O)n(C)c1=O,0,2,-2.9,0,4,6,6,0,2,2
CC1CCN(S(=O)(=O)c2cn(CC(=O)N3CC(C)CC(C)C3)c(=O)c3ccccc23)CC1 (configuration not stated),0,1,2.0,5,-3,-4,1,4,3,1
CCOC(=O)c1ccccc1NC(=O)Cc1ccc(S(=O)(=O)N2CCCC2)s1,1,6,0.7,-3,-10,5,8,-2,2,0
Cc1cc(/C=C2/C(=O)N(C)C(=S)N2C)ccc1N1CCCC1,0,-22,-4.0,-7,1,-7,0,-8,-9,-6
O=C(CCN1C(=O)c2ccccc2C1=O)Nn1cnnc1,2,1,-1.6,-1,3,-4,9,0,-3,3
O=C(O)c1ccc(CNC(=O)c2ccc3c(c2)OCCO3)cc1,-1,1,-1.6,-3,0,2,0,2,-1,2
CN(C)Cc1cccc([N+](=O)[O-])c1O,1,-5,-1.6,-3,4,2,-1,6,-10,-2

# As entered above.
# CC(=O)c1ccc(OCC(=O)OC(C)C(=O)NC2CCCCC2C)cc1 (configuration not stated) in Tn7 DDE FP is entered as 3
# Cc1cccc(NC(=O)CCS(=O)(=O)c2ccc3nc(C)sc3c2)c1 in TDP2 inh is entered as 1
# Cc1cc(/C=C2/C(=O)N(C)C(=S)N2C)ccc1N1CCCC1 in SIAE primary is entered as -7
# O=C(NNS(=O)(=O)c1ccc(F)cc1)c1cc2ccccc2cc1O in PG9 Ab binder is entered as 1.5

# Compound activity as filed in PubChem.
